Rab9 promoter act = qHTS Assay for Rab9 Promoter Activators; Huh7 Rab9 promoter-luciferase reporter, luminescence, 24 h; Potency, µM (doses to about 9.22 µM), for the others: top-dose activation, negative = inhibition, most hits filed as activators; 320,000 compounds, 2.8% hits; also: potency is read from the fitted curve at half-maximal effect; % of control where 0% means no effect; nearly all actives have a fitted effect of over 60% in size
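Cells were plated at 1500 per well in reduced-serum medium with 10% FBS and left 2 h. Compound in DMSO was then added for 24 h at 37 °C. Reporter signal was read by luminescence after 10 min with luciferase detection reagent.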
RORgamma inh = qHTS for inhibitors of ROR gamma transcriptional activity | Drosophila S2 Gal4-RORgamma UAS-luciferase reporter, 20 h | Potency, µM (titrated, usually from 53.6 µM), without a hit: at the top dose activity change, negative = inhibition, most hits filed as inhibitors | AID 2551, 2010 | 310,000 compounds, 5.4% hits; also: potency is read from the fitted curve at half-maximal effect; % is scaled to controls: 0 for no effect and ±100 for the full control effect; nearly all actives have a fitted effect of over 60% in size
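Stably transfected Drosophila Schneider cells are the test system, with ROR gamma fused to Gal4 and luciferase under UAS control; luminescence is read after 20 hr of 700 uM copper sulfate induction at ambient temperature.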
p53 reactivation = qHTS assay for re-activators of p53 using a Luc reporter | 320,000 compounds, 0.063% hits | Potency, µM (top dose mostly 92.2 µM), inactives show top-dose activity change, positive = activation, hits mostly activators | H1299 p53-A138V BP100-luciferase reporter, luminescence, 24 h; also: potency is read from the fitted curve at half-maximal effect; % of control where 0% means no effect; nearly all actives have a fitted effect of over 45% in size
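p53-null H1299 cells stably carrying temperature-sensitive p53-A138V and a BP100-luciferase reporter were pinned with compounds (4-point, 1:5 series) and held 24 hrs at 37 deg C. Luminescence was read 10 min after detection reagent.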
ELG1 genotox = qHTS screen for small molecules that induce genotoxicity in human embryonic kidney (HEK293T) cells expressing luciferase-tagged ELG1. HEK293T ELG1-luciferase reporter, luminescence, 16 h. Potency, µM (highest dose often 46 µM), for inactives: top-dose activity change, positive = activation, usual class: activators. 330,000 compounds, 1.3% hits. AID 504466, 2011; also: potency is read from the fitted curve at half-maximal effect; % of control where 0% means no effect; nearly all actives have a fitted effect of over 60% in size
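Reporter readout depends on ELG1 protein level, which increases with genetic stress. After 16 hr compound exposure at 37 °C, luciferase activity was quantified using ONE-Glo.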
BRCA1 expr act = qHTS Assay to Identify Small Molecule Activators of BRCA1 Expression; MCF7-BRCA1-FFLuc reporter, luminescence, 48 h; response scale: scaled: vehicle 0%, 10 µM genistein 100%; 380,000 compounds, 1.1% hits; Potency, µM (top dose mostly 46.1 µM), without a hit: at the highest dose activation, hits mostly activators; also: potency is read from the fitted curve at half-maximal effect; nearly all actives have a fitted effect of over 80% in size; some results filed as inactive show a strong effect at the top dose
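Cells: MCF7-BRCA1-FFLuc, 2000/well. Exposure: 48 h, 37 °C, 5% CO2. Read: luminescence, 15 min post-substrate. Controls: genistein 10 microM (maximal activation), DMSO (neutral).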
VP16 counter = VP16 counterscreen qHTS for inhibitors of ROR gamma transcriptional activity | 310,000 compounds, 3.5% hits | Drosophila S2 Gal4-VP16 UAS-luciferase, luminescence, 20 h | Potency, µM (series often up to 53.6 µM), for inactives: top-dose activity, negative = inhibition, most hits filed as inhibitors;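 also: Gal4-VP16 expression switched on by copper sulfate through the metallothionein promoter; potency is read from the fitted curve at half-maximal effect; % is scaled to controls: 0 for no effect and ±100 for the full control effect; nearly all actives have a fitted effect of over 50% in size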
NPC1 prom act = qHTS Assay for NPC1 Promoter Activators | Huh7 NPC1 promoter luciferase reporter, 24 h | Potency, µM (series often up to 9.22 µM), for the others: at the highest dose activation, actives largely listed as activators | 320,000 compounds, 2.4% hits | AID 485313, 2010;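 also: potency is read from the fitted curve at half-maximal effect; % of control where 0% means no effect; nearly all actives have a fitted effect of over 60% in size; reporter is driven by a mutant NPC1 promoter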
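Luminescence from an NPC1 promoter-driven luciferase reporter in stably transfected Huh7 cells was measured after 24 h compound treatment at 37 °C, followed by 10 min ambient incubation with luciferase detection reagent.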
Giardia kill = Small Molecules that selectively kill Giardia lamblia: qHTS. Giardia lamblia trophozoite viability. activity change, % at 7.66 µM, hits read low. 340,000 compounds, 0.15% hits; in the data active = activity change below about -80%; inconclusive = between about -30% and that limit;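 also: parasites exposed to compound for two days anaerobically before the ATP read; % is scaled to controls: 0 for no effect and ±100 for the full control effect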
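Giardia lamblia trophozoites (100 cells/well) were incubated with compounds for 48 h at 37 deg C under anaerobic conditions. Viability was read as ATP content by one-step luminescence after 15-30 min at room temperature.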
Menin-MLL TR inh = qHTS Assay for Inhibitors Targeting the Menin-MLL Interaction in MLL Related Leukemias: Competition With Texas Red Labeled MLL-derived Mutant Peptide; Potency, µM (top dose mostly 61.6 µM), for inactives: at the top dose FP activity change, negative = inhibition, actives largely listed as inhibitors; O00255; Menin + Texas Red MLL mutant peptide, fluorescence polarization; 270,000 compounds, 0.23% hits; active = well fitted inhibition curve with a large enough effect in the polarisation, with a control signal flat, not every such curve was filed as active; inconclusive = small, poorly fitted or top-dose-only effect, or effect the other way, or a change in a side signal; inactive = no such curve, though single readings can be large or run the other way; the % refers to the polarisation; also: potency is read from the fitted curve at half-maximal effect; % of control where 0% means no effect; many of its hits are not listed in these tables
FLuc modulator = qHTS profiling assay for firefly luciferase inhibitor/activator using purifed enzyme and Km concentrations of substrates (counterscreen for miR-21 project) | Luciferin 4-monooxygenase (Photinus pyralis), P08659 | purified FLuc, Km substrates, luminescence inhibition | Potency, µM (series often up to 57.5 µM), for inactives: at the highest dose activity change, negative = inhibition, usual class: inhibitors | 360,000 compounds, 6.9% hits | AID 588342, 2011;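 also: potency is read from the fitted curve at half-maximal effect; plate controls were vehicle for no effect and reference inhibitor for full effect; nearly all actives have a fitted effect of over 55% in size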
Target sequence (P08659 whole entry, looked up): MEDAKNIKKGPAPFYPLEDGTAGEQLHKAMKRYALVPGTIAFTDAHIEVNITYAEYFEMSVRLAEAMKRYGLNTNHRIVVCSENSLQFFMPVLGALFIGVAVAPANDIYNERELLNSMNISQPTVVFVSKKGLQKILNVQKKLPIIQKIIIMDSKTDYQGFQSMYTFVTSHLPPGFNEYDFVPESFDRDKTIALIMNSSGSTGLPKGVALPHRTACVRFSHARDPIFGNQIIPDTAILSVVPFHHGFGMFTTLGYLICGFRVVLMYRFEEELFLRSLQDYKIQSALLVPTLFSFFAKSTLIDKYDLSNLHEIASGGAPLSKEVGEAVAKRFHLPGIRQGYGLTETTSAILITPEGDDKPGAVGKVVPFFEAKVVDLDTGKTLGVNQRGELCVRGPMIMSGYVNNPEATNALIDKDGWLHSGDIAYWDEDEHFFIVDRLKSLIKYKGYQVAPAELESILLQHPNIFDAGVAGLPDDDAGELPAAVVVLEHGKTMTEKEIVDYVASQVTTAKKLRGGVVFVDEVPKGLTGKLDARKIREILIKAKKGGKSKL
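Biochemical qHTS of compounds, final roughly 60 µM downward over six points, against 10 nM purified firefly luciferase using Km concentrations of substrates (10 uM D-luciferin, 10 uM ATP) in Tris acetate pH 7.5 buffer; luminescence output.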
PKM2 activator = qHTS Assay for Activators of Human Muscle isoform 2 Pyruvate Kinase. Pyruvate kinase PKM (Homo sapiens), P14618. purified PKM2, Kinase-Glo ATP luminescence, activation; response scale: 0% is enzyme alone, no compound. Potency, µM (top dose mostly 57.5 µM), for inactives: top-dose activation, most hits filed as activators. 260,000 compounds, 0.34% hits. AID 1631, 2009; also: potency is read from the fitted curve at half-maximal effect; % is scaled to controls: 0 for no effect and ±100 for the full control effect; nearly all actives have a fitted effect of over 55% in size
Target sequence (P14618 whole entry, looked up, canonical isoform): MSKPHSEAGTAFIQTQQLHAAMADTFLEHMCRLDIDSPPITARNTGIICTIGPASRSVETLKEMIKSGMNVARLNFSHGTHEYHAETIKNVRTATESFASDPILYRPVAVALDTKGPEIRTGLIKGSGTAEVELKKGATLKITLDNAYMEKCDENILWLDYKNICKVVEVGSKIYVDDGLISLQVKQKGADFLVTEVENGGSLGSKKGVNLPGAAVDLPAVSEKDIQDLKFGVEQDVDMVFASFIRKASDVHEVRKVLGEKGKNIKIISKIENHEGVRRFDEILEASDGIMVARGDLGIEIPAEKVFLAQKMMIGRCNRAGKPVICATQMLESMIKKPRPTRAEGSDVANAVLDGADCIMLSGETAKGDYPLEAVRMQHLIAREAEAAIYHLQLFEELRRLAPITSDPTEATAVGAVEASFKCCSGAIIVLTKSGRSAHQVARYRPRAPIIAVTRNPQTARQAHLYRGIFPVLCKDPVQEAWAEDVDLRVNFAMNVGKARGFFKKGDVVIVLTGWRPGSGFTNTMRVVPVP
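ATP formation by purified human PK-M2, quantified via coupled luciferase luminescence after 1 h at room temperature with 0.1 mM ADP and 0.5 mM PEP final.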
Numbers without * were called inactive; ? = inconclusive; . = not tested or not shown; [ ] = remark or other dose. Unless noted, calls follow the shape of the dose curve; as a rule, active = well fitted curve in the direction sought with a large enough effect; inconclusive = small, poorly fitted or top-dose-only effect, or another doubt; inactive = no such curve, though single readings can be large; an effect the other way counts as inactive or inconclusive.

SMILES	Rab9 promoter act	RORgamma inh	p53 reactivation	ELG1 genotox	BRCA1 expr act	VP16 counter	NPC1 prom act	Giardia kill	Menin-MLL TR inh	FLuc modulator	PKM2 activator
Cc1csc(N/N=C/c2ccccn2)n1	0.45µM*	0.35µM*	?	12µM*	-69%[inhibitor]	1.1µM*	4%	7	-9%	2.1µM*	-53%
CC(=O)Nc1ccc(N(CC(=O)NC2CCCC2)C(=O)CCC(=O)Nc2cc(C)on2)cc1	0%	-36%	2%	5%	-28%	5%	3%	0	12%	0%	-1%
CCNC(=S)NNC(=O)C1CCCCC1	0%	13µM*	-4%	4%	2%	?	4%	0	0%	8%	11%
Cc1cc(C)n(CC(=O)N/N=C/c2cc([N+](=O)[O-])ccc2O)n1	-1%	2.8µM*	?	-4%	-63%	2.8µM*	0%	-3	-5%	-1%	-3%
O=C1CCCC2=C1C(c1ccncc1)c1c(nc(SCc3ccccc3)[nH]c1=O)N2 (stereo not drawn)	8%	20%	-17%	1%	3%	0%	-1%	-13	28%	-1%	4%
Cc1ccc(Cn2ncc3c(NN)ncnc32)cc1	-9%	13µM*	8%	-3%	-82%	?	-1%	-17	18%	0%	.
CCNC(=O)CC1C(=O)N(c2ccccc2)C(=O)N1CCc1ccc(OC)cc1 (stereo not drawn)	17%	1%	-8%	2%	4%	4%	-2%	-12	16%	3%	0%
Cc1ccc(N2CC(C(=O)OCC(=O)c3ccc(C)c([N+](=O)[O-])c3)CC2=O)cc1 (stereo not drawn)	-8%	.	8%	-2%	-15%	.	-3%	2	.	8%	.
O=C1OC(c2ccccc2)=C/C1=C/c1cccs1	3%	7%	13%	2%	15%	10%	3%	-4	?	0.67µM*	-2%
Cc1cc(C)c(C)c(S(=O)(=O)NCC(=O)O)c1C	0%	-17%	-3%	-1%	-4%	0%	0%	14	3%	6%	6%
CCn1c(/C=C/N(C(C)=O)c2ccccc2)[n+](CCCS(=O)(=O)[O-])c2cc(Cl)c(Cl)cc21	3%	-15%	-1%	0%	0%	-3%	-3%	2	-7%	2%	3%
CCCCN(C)C(=O)CCC(=O)Nc1ccc2nc(N3CCN(C)CC3)cc(C)c2c1	-6%	2%	2%	1%	7%	-8%[10 µM]	1%	7	2%	-6%	-15%
COc1ccc(N(CC(=O)NCc2ccccc2)S(=O)(=O)c2c(C)n[nH]c2C)cc1	-1%	4%	-2%	0%	4%	5%	2%	1	2%	3%	.
O=C(NCc1ccc2c(c1)OCO2)c1ccc(N2CCCCCC2)c([N+](=O)[O-])c1	-2%	6%	-3%	0%	-22%	-9%	0%	-5	8%	2%	12%
N#Cc1c(-c2ccc(F)cc2)nc(-c2ccccc2)[nH]c1=O	-7%	22%	0%	-12%	-27%	-7%	-5%	18	33%[activator]	?	6%
O=C(Nc1ccc2c(c1)OCCO2)c1ccco1	2.2µM*	-36%	?	3.7µM*	0%	?	2µM*	-19	-1%	8.5µM*	-30%
O=C1Nc2ccc(Br)cc2C1(O)Cc1ccccn1 (stereo not drawn)	-2%	23%	-5%	-1%	2%	4%	-1%	12	12%	3%	-4%
COc1ccccc1OCCCCNCCO	0%	10%	-7%	1%	-13%	6%	-5%	11	-16%	2%	-1%
CCN(CC)C(=O)Cn1c(=O)n(CCCC(=O)NCc2ccc3c(c2)OCO3)c(=O)c2sccc21	1%	-19%	8%	0%	-3%	-3%	2%	10	17%	-2%	0%
COc1ccc(/C=N/Nc2nn3cnnc3c3ccccc23)cc1	5%	6%	-1%	-15%	-4%	1%	5%	-11	.	?	11%
O=C(NCC1([N+](=O)[O-])CN(C(=O)c2ccccc2)CN(C(=O)c2ccccc2)C1)c1ccccc1	-11%	6%	-1%	1%	5%	1%	-1%	-1	1%	-1%	-1%
CCOC(=O)CN1C(=O)S/C(=C/C=C/c2ccc(N(C)C)cc2)C1=O	3.5µM*	1%	?	?	46%	-13%	?	2	?	4.8µM*	-8%
Cc1cccc(CN2CCN(C(=O)CCl)CC2)c1	-5%	-46%	-41%[inhibitor]	-4%	-13%	-13%	2%	5	3%	-1%	-17%
COC(=O)CNC(=O)CN1C(=O)NC2(CCCc3ccccc32)C1=O (stereo not drawn)	-4%[1.84 µM]	-21%	-3%	1%	-29%	0%	-3%	9	25%	1%	.
Cc1ccc(C(=O)Nc2ccccc2C(=O)NC(C(=O)O)C(C)C)cc1 (stereo not drawn)	?	?	?	?	77%	-17%	?	-16	-2%	11µM*	1%
COc1ccc(-c2cn(Cc3ccc(C(N)=O)cc3)c(-c3ccc(Cl)nc3)n2)cc1	1%	.	-4%	?	20%	.	3%	-14	.	?	.
COc1cccc(-c2ccc(NC(=O)C3CCCN(Cc4cnn(C)c4C)C3)cc2)c1 (stereo not drawn)	1%	-10%	13%	0%	24%	6%	-2%	9	.	3%	.
O=C(c1c(F)cccc1F)N1CCN(c2ncccn2)CC1	3%	18%	-3%	-1%	13%	-5%	-1%	7	.	2%	14%
Cc1ccc(N=Cc2cc(Br)cc(Cl)c2O)cc1	-4%	11µM*	1%	-1%	-7%	0%	-4%	-6	4%	?	-5%
Cc1ccc(NC(=O)c2nnn(-c3ccc4c(c3)OCCO4)c2N)cc1	5.6µM*	-23%	?	?	5.6µM*	3%	2.2µM*	-16	?	11µM*	2%
O=C1CCCN1c1ccc(S(=O)(=O)N2CCN(c3ccccc3)CC2)cc1	-10%	0%	-3%	0%	-3%	-6%	-8%	-19	6%	-1%	-11%
Cc1cccc(NC(=O)CSc2nnc(NC(=O)C3CCC3)s2)c1	1%	34%	0%	-2%	2%	-12%	1%	8	32%[activator]	-4%	4%
CC(=O)c1sc(NC(=O)COc2ccc(Br)cc2)nc1C	-9%	14%	1%	3%	19%	-4%	-6%	-2	-6%	-2%	2%
COCC(C)n1c(C)cc(C(=O)COC(=O)c2c(NC(C)=O)sc(C)c2C)c1C (stereo not drawn)	-4%	4.5µM*	-3%	-2%	8%	-15%	2%	7	-8%	-7%	8%
Cc1cc(NC(=O)CN2C(=O)NC3(CCCCC3C)C2=O)no1 (stereo not drawn)	-1%	-4%	3%	-2%	9%	-18%	-1%	-13	-17%	-1%	-3%
CCCCNc1c([N+](=O)[O-])c(=O)n(C)c2ccccc12	-2%	5%	-1%	-4%	-35%	-8%	-5%	0	-3%	2%	-1%
COc1ccccc1OCCSc1nc2ccccc2n1CC(O)CO (stereo not drawn)	9%	-6%	-13%	-2%	28%	-23%	1%	10	-13%	?	4%[11.5 µM]
Cc1ccc(C2CCN(C(=S)Nc3cccc(C)c3)C2)cc1 (stereo not drawn)	-7%	7.9µM*	?	4%	54%	-7%	3%	23	4%	?	1%
C/C(N)=C(/C#N)C(=O)COC(=O)CCS(=O)(=O)c1ccccc1	1%	-2%	13%	-3%	-4%	2%	1%	5	2%	-1%	5%
CC(C)c1nc2oc3c(=O)[nH]cnc3c2c2c1COC(C)(C)C2	-3%	20%	-3%	-17%	-4%	2%	-2%	30[activator]	.	2%	4%
O=C(Nc1ccc([N+](=O)[O-])cc1Br)c1cccnc1	1%	2%	6%	0%	20%	-4%	-3%	-6	-10%	-5%	0%
O=C(N/N=C/c1ccco1)c1cc(=O)[nH]c2ccccc12	-3%	-34%	-1%	0%	-19%	-3%	-1%	-18	-17%	-4%	5%
O=C(Nc1ccccc1)Nc1nnc(-c2ccccc2)o1	16%	43%	2%	1%	1%	-2%	27%	11	-8%	?	-14%
CCOC(=O)c1[nH]c(C)c(C(=O)NCCC2=CCCCC2)c1C	?	15%	?	?	58%	22%	27%	-8	1%	-5%	-1%
O=C(CSc1ncccn1)Nn1cnnc1	2%	-3%	-1%	1%	3%	-1%	-1%	-10	7%	-1%	5%
CC(C)C[C@H](NC(=O)N1CCN(c2ccccc2)CC1)C(=O)O	9%	-17%	-9%	1%	-5%	-1%	-3%	-1	-5%	0%	2%

This is a subset; rates above refer to the full screens.
